High-throughput results deposited in PubChem by Broad Institute.
Cneo AK release: Cryptococcus neoformans cell lysis inducers, primary screen, AK release luminescence, single concentration. C. neoformans lysis, adenylate kinase release luminescence, 4 h; normalised: neutral wells 0, clomiphene wells 100. lysis activity, % at 15 µM. hit rate 0.2% among 360,000. AID 651654, 2012;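 active means mean lysis activity across replicates of at least 80%, whatever share of replicates individually reach that level; inactive means mean lysis activity below 80%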
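Material – Cryptococcus neoformans yeast cells · Quantity – 5 × 10^6 yeast cells/mL · Buffer or medium – YPD medium · Compound – single dose · Timing – 4 h static compound exposure, 37 °C, read 1 h post-reagent · Signal – adenylate kinase release luminescence · Read-out basis – lysis from increased AK signal · Benchmarks – Clomiphene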
PGC1a acetyl inh: inhibitors of PGC1a acetylation signal, primary screen, cell-based, U2OS, AlphaScreen, inhibitor mode; hit rate 0.17% among 350,000; inhibition, % at 15.6 µM; AID 651687, 2012; AlphaScreen anti-acetyl-lysine; with virally co-expressed GCN5 acetyltransferase;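 active means every replicate shows inhibition of at least 40%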;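 further: 0% = neutral control wells and 100% = positive control wells; some results beyond the cut were filed as inactive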
Casp6 inh: human caspase-6 inhibitors, primary screen, biochemical, VEID-R110 fluorescence, single point, set 2; purified caspase-6, Z-VEID-R110 cleavage fluorescence; inhibition, % at 12.5 µM; hit rate 0.53% among 350,000;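 active means mean inhibition across replicates at least about 35%, with every replicate also reaching that limit, limit read from the data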;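 further: 0% = median of neutral control wells and 100% = no fluorescence left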
Target sequence (P55212 24-179 limits assumed): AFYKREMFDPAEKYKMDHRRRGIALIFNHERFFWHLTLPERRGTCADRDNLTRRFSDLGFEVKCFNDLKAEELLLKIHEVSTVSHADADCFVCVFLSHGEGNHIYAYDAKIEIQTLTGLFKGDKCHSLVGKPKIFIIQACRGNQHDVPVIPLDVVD
Target sequence (P55212 194-293 limits assumed): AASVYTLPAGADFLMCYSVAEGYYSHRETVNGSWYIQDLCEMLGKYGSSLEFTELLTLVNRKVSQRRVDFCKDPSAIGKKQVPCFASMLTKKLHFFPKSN
FN deposition inh: inhibitors of fibronectin matrix deposition, primary screen, AH1F cells, Alexa488-fibronectin fluorescence, plate reader | AH1F fibroblasts, overnight | inhibition, % at 12.6 µM | hit rate 0.086% among 350,000;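 active means mean inhibition across replicates of 30% or more, regardless of how many single replicates reach that level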;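 further: positive control wells lacked labelled fibronectin entirely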
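Test system: AH1F fibroblast monolayer depositing Alexa488-labelled fibronectin into matrix. Input: 10000 cells per well. Technique: fluorescence, ex 485 nm, em 525 nm. Buffer or medium: DMEM plus 2% serum, read in PBS. Timing: 1 h cell adhesion before compound, then overnight fibronectin incubation. Compound: single dose, pinned. Read-out basis: inhibition from reduced deposited-fibronectin fluorescence.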
miR122 inh: miR-122 Renilla sensor signal increase in Huh7, primary screen, miR-122 inhibitor project, cell-based, single point, plate reader; Huh7 miR-122 Renilla luciferase sensor, 48 h; neutral wells = 0, positive control = 100; activation (reporter increase), % at 12.5 µM; hit rate 0.3% among 340,000; AID 602342, 2012;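 active means mean replicate activation score at least 90 and every replicate individually at or above 90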;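 further: higher luciferase means less miR-122 activity so hits act as miR-122 inhibitors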
EWS-Fli inh: EWS/Fli-driven NR0B1 reporter inhibitors, primary screen, A673 cells, NR0B1 luciferase, luminescence, MLPCN library | inhibition, % at 12.6 µM | viability-normalised | hit rate 0.67% among 350,000;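 active means mean inhibition of at least 50% after viability correction, with every replicate also passing that limit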;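 further: firefly luciferase signal divided by Alamar Blue viability fluorescence both relative to DMSO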
LGR2 inh: inhibitors of bursicon-induced LGR2 CRE-luciferase signal, primary screen, cell-based, HEK293, CRE-luciferase reporter, bursicon stimulation. bursicon-stimulated, 4 h. hit rate 0.35% among 380,000. Drosophila bursicon receptor LGR2 (rickets). inhibition, % at 9.99 µM;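 active means drop in luminescence signal, shown as inhibition above about 50% in the replicate tests, limit read from the data, passing the limit was not always enough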;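 further: agonist challenge used bursicon conditioned medium at about half maximal strength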
PAX8 inh HTS: inhibitors of PAX8-driven TPO luciferase reporter, primary screen, RMG-I cells, single concentration; inhibition, % at 12.6 µM; AID 652154, 2013; SteadyGlo, 24 h; hit rate 1.2% among 360,000;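 active means mean replicate inhibition at least 60% with every replicate also reaching 60%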;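 further: luciferase light reporting Pax8 driven TPO promoter activity; plate controls were median of neutral control wells for no effect and mitoxantrone controls for full effect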
* = called active by the depositor; [ ] = dose if it differs, or a comment.

A first look (two entries):
How did COc1ccccc1C(=O)Nc1ccc2c(c1)OC[C@H](C)N(CC1CC1)C[C@@H](C)[C@H](OC)CN(C)C2=O do in these assays?
PGC1a acetyl inh: 11; FN deposition inh: 1; miR122 inh: 7[16.7 µM]; EWS-Fli inh: 7; LGR2 inh: 0

How did O=S(=O)(NCC[C@@H]1CC[C@H](NS(=O)(=O)c2cccc(F)c2)[C@H](CO)O1)c1cccc(F)c1 do in these assays?
PGC1a acetyl inh: -7; Casp6 inh: 2; EWS-Fli inh: 1; LGR2 inh: 1; PAX8 inh HTS: 0

The listing, from the start:
How did COc1ccccc1C(=O)Nc1ccc2c(c1)OC[C@H](C)N(CC1CC1)C[C@@H](C)[C@H](OC)CN(C)C2=O do in these assays?
PGC1a acetyl inh: 11; FN deposition inh: 1; miR122 inh: 7[16.7 µM]; EWS-Fli inh: 7; LGR2 inh: 0

How did O=S(=O)(NCC[C@@H]1CC[C@H](NS(=O)(=O)c2cccc(F)c2)[C@H](CO)O1)c1cccc(F)c1 do in these assays?
PGC1a acetyl inh: -7; Casp6 inh: 2; EWS-Fli inh: 1; LGR2 inh: 1; PAX8 inh HTS: 0

What do the screens show for `CCOc1ccc(OCC)c(S(=O)(=O)N2CCCCC2C)c1` (configuration not stated)?
Cneo AK release: 2; PGC1a acetyl inh: -20; FN deposition inh: 7; miR122 inh: 71; PAX8 inh HTS: 18

What do the screens show for `Cc1cc(Br)ccc1OCC(=O)NC1CCCC1`?
Cneo AK release: 0; Casp6 inh: 2; FN deposition inh: -4; miR122 inh: 0; EWS-Fli inh: -10; LGR2 inh: 5; PAX8 inh HTS: -30

What do the screens show for `Cc1ccc(S(=O)Cc2ccc(C(=O)N3CCN(C4CCCCC4)CC3)o2)cc1` (configuration not stated)?
Cneo AK release: -3; PGC1a acetyl inh: 7; Casp6 inh: -4; FN deposition inh: 9; miR122 inh: -1; EWS-Fli inh: -2; LGR2 inh: -7; PAX8 inh HTS: 6

How did O=c1[nH][nH]c2cc(=O)n(-c3ccc(Cl)cc3)nc12 do in these assays?
Cneo AK release: -2; PGC1a acetyl inh: 10; Casp6 inh: 30; FN deposition inh: 3; miR122 inh: -3; EWS-Fli inh: 3; LGR2 inh: 15; PAX8 inh HTS: 10

What do the screens show for `O=C(Cc1ccc(NC(=O)C2CCN(C(=O)C3CCCC3)CC2)cc1)Nc1cccc(C(=O)N2CCCC2)c1`?
Casp6 inh: 0; FN deposition inh: -9; EWS-Fli inh: 1; LGR2 inh: 3; PAX8 inh HTS: -10

Results for O=C(O)c1cccc(NS(=O)(=O)c2ccc(S(=O)(=O)N3CCOCC3)cc2)c1 ?
Cneo AK release: 5; Casp6 inh: 1; EWS-Fli inh: 4; LGR2 inh: 10; PAX8 inh HTS: 1

What do the screens show for `Cc1occc1C(=O)NNC(=S)Nc1ccccc1C(F)(F)F`?
Cneo AK release: 1; PGC1a acetyl inh: -5; Casp6 inh: -4; FN deposition inh: 0; miR122 inh: 3; EWS-Fli inh: -46; LGR2 inh: -52; PAX8 inh HTS: 42

Results for CCN1C[C@@H]2[C@@H]3C(=O)N(Cc4ccccc4)C(=O)[C@@H]3[C@](Cc3ccccc3)(C(=O)OC)N2C1=NC1CCCCC1 ?
Cneo AK release: 1; PGC1a acetyl inh: -21; Casp6 inh: 1; FN deposition inh: -4; miR122 inh: 4; EWS-Fli inh: -2; LGR2 inh: -7; PAX8 inh HTS: 15

How did CN(C)CCNc1nc(-c2ccco2)c2c(c1C#N)CC(C)(C)OC2 do in these assays?
Cneo AK release: 3; PGC1a acetyl inh: 7; FN deposition inh: 4; miR122 inh: -2

How did COC(=O)CCNC(=O)Cn1cnc2sc3c(c2c1=O)CCCC3 do in these assays?
PGC1a acetyl inh: -19; Casp6 inh: 2; FN deposition inh: 1; miR122 inh: -5; EWS-Fli inh: 5; LGR2 inh: -1; PAX8 inh HTS: 3

Results for CCC(=O)c1ccc(OCC(=O)N2CCc3cc(OC)c(OC)cc3C2)cc1 ?
Cneo AK release: 1; PGC1a acetyl inh: -19; Casp6 inh: 1; FN deposition inh: 1; miR122 inh: 4; LGR2 inh: 14; PAX8 inh HTS: 8

Results for COC(=O)c1ccc2nc(-c3cccc(Cl)c3)c(CC3CCCCC3)n2c1 ?
Casp6 inh: 3; FN deposition inh: 14; EWS-Fli inh: 20; LGR2 inh: -52; PAX8 inh HTS: -23

What do the screens show for `COc1ccc(Nc2nc(NCc3ccco3)nc(N/N=C/c3ccccc3F)n2)cc1`?
Cneo AK release: -2; PGC1a acetyl inh: -10; Casp6 inh: -1; FN deposition inh: 9; miR122 inh: -5; EWS-Fli inh: 2; LGR2 inh: -2; PAX8 inh HTS: -15

How did COC(=O)c1ccc(NC(=O)c2ccccc2NS(=O)(=O)c2ccccc2)cc1 do in these assays?
Cneo AK release: -4; PGC1a acetyl inh: 0; Casp6 inh: 3; miR122 inh: 8; EWS-Fli inh: -15; LGR2 inh: 9

Results for O=S1(=O)CCO[C@H]2Cc3ccccc3[C@H]2N1Cc1ccccc1F ?
Cneo AK release: -1; PGC1a acetyl inh: -4; Casp6 inh: 3; FN deposition inh: -8; miR122 inh: -3; EWS-Fli inh: 0; LGR2 inh: 28; PAX8 inh HTS: 0

Results for O=C(C[C@H]1C[C@@H]2c3cc(NC(=O)C4CCOCC4)ccc3O[C@@H]2[C@H](CO)O1)NCc1ccc(Cl)cc1 ?
Cneo AK release: 3; PGC1a acetyl inh: -9; Casp6 inh: -2; FN deposition inh: 3; miR122 inh: -1[16.7 µM]; EWS-Fli inh: -4; LGR2 inh: 15; PAX8 inh HTS: -21

Results for C[C@H]1CCCCO[C@@H](CN(C)CC2CCCCC2)[C@@H](C)CN([C@@H](C)CO)C(=O)c2cc(NS(C)(=O)=O)ccc2O1 ?
Cneo AK release: 41; PGC1a acetyl inh: 2; Casp6 inh: 0; FN deposition inh: 7; miR122 inh: 1[16.7 µM]; EWS-Fli inh: -2; LGR2 inh: -11; PAX8 inh HTS: -8

What do the screens show for `CCc1ccc(NC(=O)COC(=O)/C=C/c2c(C)nn(C3CCS(=O)(=O)C3)c2Cl)cc1` (configuration not stated)?
Casp6 inh: -2; FN deposition inh: 15; EWS-Fli inh: 14; LGR2 inh: -38; PAX8 inh HTS: 19

How did Cc1ccc(S(=O)(=O)N(C)C[C@@H]2OCCCC[C@@H](C)Oc3ccc(NC(=O)CCCN(C)C)cc3C(=O)N([C@@H](C)CO)C[C@H]2C)cc1 do in these assays?
Cneo AK release: -2; PGC1a acetyl inh: -3; Casp6 inh: -1; FN deposition inh: 1; miR122 inh: -2[16.7 µM]; EWS-Fli inh: -9; LGR2 inh: -13; PAX8 inh HTS: -9

Results for COc1ccc(O)c(CN2CCC(n3nccc3NC(=O)CCOc3ccccc3)CC2)c1 ?
Cneo AK release: 8; Casp6 inh: -3; FN deposition inh: -5; LGR2 inh: -7; PAX8 inh HTS: 9

What do the screens show for `CC(C)Cn1c(SCC(=O)NCCCN2CCCC2=O)nc2ccccc21`?
Cneo AK release: 0; PGC1a acetyl inh: -1; Casp6 inh: 4; FN deposition inh: -4; miR122 inh: 1; EWS-Fli inh: 4; LGR2 inh: 8; PAX8 inh HTS: 15

Results for O=C(COC(=O)CC1c2ccccc2CCN1S(=O)(=O)c1ccc(F)cc1)Nc1ccccc1 (configuration not stated) ?
Casp6 inh: -4; FN deposition inh: 0; EWS-Fli inh: -12; LGR2 inh: 5; PAX8 inh HTS: -7

How did CCOc1cc(C=O)ccc1OCCn1c([N+](=O)[O-])cnc1C do in these assays?
Cneo AK release: 1; PGC1a acetyl inh: 4; Casp6 inh: -4; FN deposition inh: 2; miR122 inh: -2; EWS-Fli inh: 4; LGR2 inh: 1; PAX8 inh HTS: 3

How did CC(C)(C)OC(=O)NCCCCCNC(=O)c1[nH]cnc1C(=O)Nc1ccon1 do in these assays?
Cneo AK release: 1; Casp6 inh: -5; FN deposition inh: 9; miR122 inh: -2; EWS-Fli inh: -5; LGR2 inh: -6; PAX8 inh HTS: -17

Results for O=C(CCC1CCCC1)N[C@@H](Cc1ccc(O)cc1)C(=O)O ?
Cneo AK release: 4; Casp6 inh: -2; FN deposition inh: -7; EWS-Fli inh: 18; LGR2 inh: -9; PAX8 inh HTS: -3

What do the screens show for `CCc1c(O)nc(SCC(=O)N2CCCCC2)n(-c2ccccc2C)c1=O`?
PGC1a acetyl inh: 2; Casp6 inh: 8; miR122 inh: 3; EWS-Fli inh: 5; LGR2 inh: 21

Results for COc1ccc(F)cc1C(=O)C1CCCN(Cc2ccc(Sc3nncn3C)o2)C1 (configuration not stated) ?
Casp6 inh: -4; FN deposition inh: 4; EWS-Fli inh: 11; LGR2 inh: -1; PAX8 inh HTS: 14

Results for C[C@@H]1CCCCO[C@@H](CN(C)S(=O)(=O)c2cn(C)cn2)[C@H](C)CN([C@@H](C)CO)C(=O)c2cc(NS(=O)(=O)c3cccs3)ccc2O1 ?
Cneo AK release: 50; PGC1a acetyl inh: -2; Casp6 inh: -1; miR122 inh: 5[16.7 µM]; EWS-Fli inh: -2; LGR2 inh: 11; PAX8 inh HTS: -19

What do the screens show for `S=C(Nc1ccc(CN2CCCCC2)cc1)Nc1cccc(Cl)c1Cl`?
Cneo AK release: 0; Casp6 inh: -45; FN deposition inh: 3; LGR2 inh: 1; PAX8 inh HTS: 8

What do the screens show for `COc1ccc(-c2csc(NC(C)c3nc4cc(Cl)c(N5CCCCC5)cc4n3CCOCCO)n2)cc1` (configuration not stated)?
Cneo AK release: -3; PGC1a acetyl inh: -5; Casp6 inh: -2; FN deposition inh: -4; miR122 inh: -1; EWS-Fli inh: 6; LGR2 inh: -2; PAX8 inh HTS: 4

What do the screens show for `Cn1c(/C=C/c2ccc(Br)cc2)c([N+](=O)[O-])c(=O)n(C)c1=O`?
Cneo AK release: 2; PGC1a acetyl inh: -1; Casp6 inh: 8; miR122 inh: 1; EWS-Fli inh: -1; LGR2 inh: 42; PAX8 inh HTS: 63*

How did CC1CCN(CCCNC(=O)C2CCN(S(=O)(=O)N3CCCCC3)CC2)CC1 do in these assays?
Cneo AK release: -2; PGC1a acetyl inh: 22; FN deposition inh: -5; miR122 inh: -3

Results for Cc1ccc(C(C)C)c(OCC(=O)NNCC(=O)Nc2cccc(F)c2)c1 ?
Cneo AK release: -1; PGC1a acetyl inh: -2; Casp6 inh: -2; FN deposition inh: -4; miR122 inh: -6; EWS-Fli inh: 5; LGR2 inh: -12; PAX8 inh HTS: -3

How did C[C@H]1CN([C@@H](C)CO)C(=O)c2cc(-c3ccc(C(=O)N(C)C)cc3)cnc2O[C@@H]1CN(C)C(=O)c1ccncc1 do in these assays?
Cneo AK release: 1; PGC1a acetyl inh: 2; Casp6 inh: -1; FN deposition inh: -4; miR122 inh: 9[16.7 µM]; EWS-Fli inh: 6; LGR2 inh: -2; PAX8 inh HTS: 17

Results for COCCOC(=O)N1C(=O)[C@@]2(c3cc(C#Cc4ccc(OC)cc4)ccc31)[C@H](c1ccc(OCCO)cc1)N1[C@H](c3ccccc3)[C@H](c3ccccc3)OC(=O)[C@H]1[C@@H]2C(=O)N1CCN(c2ncccn2)CC1 ?
Cneo AK release: -2; Casp6 inh: 2; EWS-Fli inh: -4; PAX8 inh HTS: 3
